HIF-2a block – HIF-2a inhibition; 786-0 RCC cells HIF-2a reporter, luciferase luminescence, overnight; inhibition, % at 18.8 µM; actives 0.72% (n = 360,000); AID 624352;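 active = inhibition of the luminescence signal of 40% or more relative to plate controls, in a single-dose primary screen at 18.75 µM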
NR2E3 ag-1 – agonists of human nuclear receptor NR2E3; Q9Y5X4; GST-NR2E3/biotin-RetCOR TR-FRET, 1536-well; inhibition of corepressor binding, % at 4.78 µM; actives 0.12% (n = 320,000); AID 2300;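 active = percent inhibition above the cutoff of mean plus 3 SD of all tested compounds, set per screening campaign, cut at about 20% in these data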;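 note: 0% = DMSO wells and 100% = biotin wells as full block of FRET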
Target sequence (Q9Y5X4 whole entry, looked up): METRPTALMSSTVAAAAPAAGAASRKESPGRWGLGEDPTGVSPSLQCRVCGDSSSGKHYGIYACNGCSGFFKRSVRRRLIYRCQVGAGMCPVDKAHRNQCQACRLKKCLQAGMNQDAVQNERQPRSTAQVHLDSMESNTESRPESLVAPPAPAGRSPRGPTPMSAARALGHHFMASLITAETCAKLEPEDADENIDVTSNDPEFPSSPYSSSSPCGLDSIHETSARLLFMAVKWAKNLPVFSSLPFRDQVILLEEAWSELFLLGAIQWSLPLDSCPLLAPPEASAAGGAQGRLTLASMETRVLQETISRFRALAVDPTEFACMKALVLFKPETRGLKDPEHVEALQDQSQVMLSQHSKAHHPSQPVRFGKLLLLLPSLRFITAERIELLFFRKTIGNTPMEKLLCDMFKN
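system = GST-tagged NR2E3 plus biotinylated RetCOR corepressor | input = 1.35 nM GST-NR2E3 | also added = 7 nM biotin-RetCOR | schedule = 5 h incubation at 4 °C | measured by = TR-FRET with europium anti-GST and streptavidin-D2, 340 nm excitation | read-out = percent loss of FRET ratio relative to control wells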
TRAIL sens C8 – sensitizes caspase-8 expressing cells to TRAIL | NB7+C8 cells + TRAIL, ATPlite viability luminescence | inhibition (viability loss, TRAIL sensitization), % at 10 µM | actives 1% (n = 360,000);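 active = compounds causing at least 50% loss of cell viability in the single-dose screen, relative to plate controls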
TROY signal inh – inhibitors of TROY-dependent NF-kB signaling; Q293 LMP1-TROYcd NF-kB luciferase reporter, 4 h; inhibition, % at 10 µM; actives 0.98% (n = 360,000); AID 1347056;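 active = compounds whose plate-normalised and pattern-corrected inhibition of the luciferase reporter signal at the single screening dose is 50% or more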
Peg3 promoter – Peg3 promoter activity inhibition. actives 1.7% (n = 360,000). inhibition, % at 20 µM. AID 588405. HeLa PEG-Prom luciferase reporter, luminescence, overnight;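 active = inhibition of at least 50% at 20 µM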
Shn3 3UTR inh – reduces Shn3 3'UTR luciferase signal in osteoblasts; Clone20 osteoblast Shn3 3'UTR firefly luciferase, 24 h; inhibition, % at 12.5 µM; actives 0.52% (n = 360,000); AID 588674;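 active = mean inhibition of at least 75% with every replicate also reaching 75%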;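 note: 0% = median of neutral control wells and 100% = pilot-screen positive control compound; some compounds past the cut are filed as inactive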
NR2E3 ag-2 – agonists of human NR2E3 nuclear receptor; AID 602229; CHO-S Gal4-NCOR/VP16-NR2E3 two-hybrid, luciferase; Q9Y5X4; actives 0.35% (n = 360,000); inhibition of corepressor binding, % at 3.98 µM;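 active = inhibition above the mean of all tested compounds plus 3 SD, cut at about 70% in these data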;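 note: 0% = DMSO with NR2E3 transfected cells and 100% = cells lacking NR2E3 construct; higher means lower luciferase signal from less NR2E3 corepressor binding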
CF NFkB block – inhibitors of cystic fibrosis induced NF-kB | KKLEB NF-kB-GFP reporter, PAF-induced, GFP fluorescence overnight | inhibition, % at 5 µM | actives 0.86% (n = 360,000) | AID 588850;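 active = at least 50% inhibition at 5 µM, scaled per plate between neutral and stimulator controls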;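 note: PAF is a Pseudomonas aeruginosa culture filtrate used as stimulus; plate controls were PAF-stimulated DMSO wells for no effect and unstimulated DMSO wells for full effect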
MITF TRPM1 inh – MITF TRPM1 promoter inhibition in SK-MEL-5 cells | SK-MEL-5 TRPM1 promoter luciferase, 24 h | inhibition, % at 12.5 µM | actives 0.83% (n = 330,000) | AID 488899;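 active = mean inhibition across replicates of 60% or more, whatever share of single replicates reaches that level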; note: values of inactives mirror those of a sister screen read the other way
TWEAK Fn14 block – TWEAK-Fn14 signaling inhibition. TWEAK-stimulated Fn14 reporter cells, luciferase luminescence, 8 h. inhibition, % at 10 µM. actives 2% (n = 360,000). AID 1159606; in the data active = inhibition above about 50%
KKLEB tox – counter-screen for CF NF-kB inhibitors: cytotoxicity | KKLEB CF airway cells viability, ATPlite luminescence, overnight; hits give low values; cells stimulated with P. aeruginosa culture filtrate | activity change (cytotoxicity), % at 5 µM | actives 0.36% (n = 360,000) | AID 602141;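 active = corrected activity change at or below -50% at 5 µM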
Numbers without * were called inactive; / = no result given; & = joins results of further samples. These rows are one share of the data; rates above refer to the full screens.

Under each structure: HIF-2a block	NR2E3 ag-1	TRAIL sens C8	TROY signal inh	Peg3 promoter	Shn3 3UTR inh	NR2E3 ag-2	CF NFkB block	MITF TRPM1 inh	TWEAK Fn14 block	KKLEB tox
COc1ccc(N2C(=O)[C@@H]3C(c4cccnc4)=NO[C@@H]3C2=O)cc1
→ 12	-3	-7	7	2	-15	-17	12	/	0	2
COc1cc(C(=O)NCCc2ncccc2C)ccc1OC1CCN(C(C)=O)CC1
→ -29	-4	3	4	-11	1	-11	1	-3	-6	20
Cc1cccc(C)c1NC(=O)CN(C)C(C)C(=O)Nc1ccccc1-c1ccccc1 (stereo not drawn)
→ 20	0	4	-4	6	16	-4	3	8	-24	4
Cc1cccc(NC(=O)c2cc(S(=O)(=O)N3CCC4(CC3)OCCO4)ccc2F)c1
→ 8	-1	-9	-18	5	6	10	5	-13	4	0
CCn1cc([N+](=O)[O-])c(C(=O)Nc2nc(-c3ccc(C)c(C)c3)c(C)s2)n1
→ 20	-2	-6	-30	7	-7	-29	-25	28	-16	9
Cc1ccc2oc(=O)c3cnn(CC(=O)Nc4ccccc4N4CCN(C)CC4)c3c2c1
→ 9	1	7	-10	-13	16	21	6	/	-4	-7
CCn1c(SCC(=O)OC)nc2sc3c(c2c1=O)CC(C)(C)OC3
→ 16	2	-6	21	8	-5	18	-2	-7	-13	-5
Oc1[nH]c2ccccc2c1N=NC(=S)N1CCOCC1
→ 16	-5	32	1	53*	/	101*	17	92*	104*	26
O=S(=O)(NNc1cccc(Cl)n1)c1ccc(Cl)cc1
→ 14	/	5	-12	18	19	-13	17	3	6	1
CC(C)(C)NC(=O)C(c1ccccc1F)N(Cc1ccco1)C(=O)c1csnn1 (stereo not drawn)
→ 25	-2	9	-25	4	-6	-7	-16	-2	-8	2
Cc1ncc([N+](=O)[O-])n1CC(=O)Nc1ccc(F)c(Cl)c1
→ 17	-1	10	-13	-2	-4	-12	-12	-5	15	0
Cn1cc(C(=O)N/N=C/c2ccc3c(c2)OCO3)c2ccccc21
→ -313	0	35	-20	-64	/	-66	6	-4	-26	-6
CC1CC(C)CN(S(=O)(=O)c2ccc3c(c2)CC(C)N3C(=O)C2CCC2)C1 (stereo not drawn)
→ 14	0	15	6	18	29	10	22	10	18	15
COc1ccc(S(=O)(=O)N2CCN(C(=O)c3cc(C)on3)CC2)cc1
→ 4	0	-17	9	7	-14	28	8	-3	11	-6
O=C(Nc1cccc(C(=O)O)c1)/C(=C\c1ccc2c(c1)OCO2)NC(=O)c1ccco1
→ -5	0	-1	-14	3	-4	-7	-8	11	-4	-2

Whole records as entered above.
CC(C)(C)NC(=O)C(c1ccccc1F)N(Cc1ccco1)C(=O)c1csnn1 (stereo not drawn) as listed: HIF-2a block = 25; NR2E3 ag-1 = -2; TRAIL sens C8 = 9; TROY signal inh = -25; Peg3 promoter = 4; Shn3 3UTR inh = -6; NR2E3 ag-2 = -7; CF NFkB block = -16; MITF TRPM1 inh = -2; TWEAK Fn14 block = -8; KKLEB tox = 2
O=C(Nc1cccc(C(=O)O)c1)/C(=C\c1ccc2c(c1)OCO2)NC(=O)c1ccco1 as listed: HIF-2a block = -5; NR2E3 ag-1 = 0; TRAIL sens C8 = -1; TROY signal inh = -14; Peg3 promoter = 3; Shn3 3UTR inh = -4; NR2E3 ag-2 = -7; CF NFkB block = -8; MITF TRPM1 inh = 11; TWEAK Fn14 block = -4; KKLEB tox = -2

The listing continues:
Under each structure: HIF-2a block	NR2E3 ag-1	TRAIL sens C8	TROY signal inh	Peg3 promoter	Shn3 3UTR inh	NR2E3 ag-2	CF NFkB block	MITF TRPM1 inh	TWEAK Fn14 block	KKLEB tox
C=CCn1c(SCC(=O)c2ccc(OC)cc2)nnc1-c1ccc2c(c1)OCO2
→ 20	4	-7	0	14	16	-20	1	-5	10	4
O=C(Nc1ccc(Cl)cc1)Nc1ccc(Oc2cccnc2)nc1
→ -112	0	-1	7	-68	-14	-83	2	-9	3	4
CN(C)CCCOC(=O)Cc1ccc(Cl)cc1
→ -3	-1	-6	-9	-12	12	7	-4	12	14	7
COc1ccccc1N(CC(=O)NC1CCCC1)C(=O)CNC(=O)c1cccs1
→ 3	1	-2	-14	15	-20	-5	-17	15	19	11
O=C(NNc1ccccc1[N+](=O)[O-])Nc1ccc(F)cc1F
→ -18	4	-15	24	7	-6	-27	11	-2	15	-2
N=c1n(Cc2ccccc2)c2ccccc2n1Cc1ccccc1
→ 10	13	-4	5	34	69	-1	22	-3	16	-18
COc1ccc(-n2c(Cn3nc(C(F)(F)F)cc3C)n[nH]c2=S)cc1
→ 24	2	5	8	0	5	-14	7	-1	0	-1
COc1cccc(CN(C)C(=O)c2ccccc2SCC(=O)N2CCCC2)c1
→ 6	-5	5	-13	1	6	1	11	-7	-8	-1
CC(Oc1cccnc1[N+](=O)[O-])C(=O)Nc1ccc(F)cc1 (stereo not drawn)
→ 7	2	-16	-11	8	-2	-23	7	-1	2	0
CC(C)OC(=O)CSc1nnc(-c2cnccn2)n1-c1ccccc1
→ 7	0	-8	-2	9	-42	-11	9	-6	-12	1
CC(C)=C1C2CCC1C1C(=O)N(c3nccs3)C(=O)C21 (stereo not drawn)
→ 13	2	1	1	0	9	-4	-4	6	1	8
CCOCCCn1c(=S)[nH]c2cc(C(=O)NC3CCCC(C)C3C)ccc2c1=O (stereo not drawn)
→ -7	-3	4	-4	-15	-14	-16	12	12	14	-6
O=C(Nc1cc(C(F)(F)F)ccc1N1CCOCC1)c1ccco1
→ 4	0	-8	6	4	11	103*	23	-6	-4	-6
Nc1c(C(=O)NCC2CCCO2)sc2nc3c(c(-c4ccco4)c12)CC/C3=C\c1ccco1 (stereo not drawn)
→ 1	/	-7	9	11	-21	-42	2	4	89*	-13
COCCNc1nc(Nc2ccc(F)cc2)c2sccc2n1
→ 8	/	-3	4	9	11	8	9	/	20	0

A few values from above:
For Peg3 promoter, O=C(NNc1ccccc1[N+](=O)[O-])Nc1ccc(F)cc1F is listed with 7
For TRAIL sens C8, Nc1c(C(=O)NCC2CCCO2)sc2nc3c(c(-c4ccco4)c12)CC/C3=C\c1ccco1 (stereo not drawn) is listed with -7

(more compounds)
Under each structure: HIF-2a block	NR2E3 ag-1	TRAIL sens C8	TROY signal inh	Peg3 promoter	Shn3 3UTR inh	NR2E3 ag-2	CF NFkB block	MITF TRPM1 inh	TWEAK Fn14 block	KKLEB tox
Fc1ccc(C(c2nnnn2C2CCCC2)N2CCc3ccccc32)cc1 (stereo not drawn)
→ 20	2	17	0	27	17	0	7	-7	-7	-5
Nc1nc(N)c2sc3nc4c(cc3c2n1)CCC4
→ -162	-5	2	-37	-187	-9	-39	-4	-48	-2	-8
COc1cc(C2=NOC(C(=O)Nc3ccc(C(C)=O)cc3)C2)cc(OC)c1OC (stereo not drawn)
→ -124	6	7	-45	-92	-21	-15	-7	-21	-13	-3
O=c1[nH]c2cc3ccccc3cc2nc1-c1nnnn1Cc1ccccc1
→ 5	/	9	7	/	/	8	/	/	13	/
Cn1c2ccccc2c(=O)c2c(=O)n(-c3ccccc3)c(C3CCCCC3)nc21
→ 5	-1	5	3	16	7	-11	-13	4	-11	-4
CN1CCC(=C(c2ccc(Cl)cc2)c2ccccn2)CC1
→ 12	-1	11	-12	-10	-8	-24	-39	-4	1	6
CC(C)Cn1c(SCC(=O)N2CCc3ccccc3C2)nc2cc(Cl)ccc2c1=O
→ 14	1	10	5	30	79	-9	-1	-6	14	-2
Cc1ccc(SC[C@H](c2ccccc2)N2CCN(CCc3ccccc3)CCC2=O)cc1
→ -155	1	7	28	-102	-3	-21	-4	-10	-4	-17
Cc1ccc(S(=O)(=O)N(C)c2ccc(OCc3cccc(C)c3)cc2)cc1
→ -4	1	-9	-14	23	3	-20	-22	8	17	10
Cc1ccc(-n2nnnc2SC(C)C(N)=O)c(C)c1 (stereo not drawn)
→ -1	-2	-9	1	7	0	-21	4	7	10	-2
C/C(=N\NC(=O)c1ccccc1)c1cccc(Br)c1
→ -159	-2	3	-39	-224	-55	-36	8	-50	-29	2
COc1cc2cc(C(c3nnnn3C(C)(C)C)N3CCC(C)CC3)c(=O)[nH]c2cc1OC (stereo not drawn)
→ 6	-3	-19	-3	7	-4	-11	1	5	2	7
CCCOc1ccccc1C(=O)N(Cc1ccco1)C1CCS(=O)(=O)C1 (stereo not drawn)
→ 6	3	-10	7	-8	2	6	6	-6	-3	-5
CCN(Cc1ccccc1)C(=O)c1cccc(S(=O)(=O)N2CCN(Cc3ccccc3)CC2)c1
→ 3	0	20	22	9	32	19	1	7	9	9
Cc1ccc(S(=O)(=O)N(C)C)cc1NC(=O)CN1CCN(Cc2ccccc2)CC1
→ 17	0	-3	-2	12	-10	-9	9	5	-4	-26
O=C(NCCc1ccccn1)/C(=C/c1ccco1)NC(=O)c1ccccc1
→ 11	-4	2	11	1	-5	-42	9	3	-5	-2
O=C(Nc1ccccc1)N1CCCN(Cc2c(F)cccc2Cl)CC1
→ 7	4	-7	-7	3	9	33	5	-5	2	-10
CCOC(=O)/C(C#N)=c1/s/c(=C2\C=Cc3ccccc3N2CC)c(=O)n1CC
→ 8	1	-8	8	10	-1	17	6	-5	8	-12
COc1ccccc1C(=O)N1C(CC(=O)Nc2ccccc2C)C(=O)NC2CCCCC21 (stereo not drawn)
→ 7	-2	6	0	5	1	-22	-26	-5	16	11
Cc1ccc2cc(NC(=O)c3ccccc3C)ccc2n1
→ -279	-1	23	-50	-251	-56	-78	7	-93	-26	7
CCOC(=O)C1=C(C)NC(SCC(=O)OC)=C(C#N)C1c1ccc(C(=O)OC)cc1 (stereo not drawn)
→ 7&7	3	2&-7	13&1	9&1	4&-3	11&-26	-3&4	16&4	-18&-7	3&-10
CC1(C(=O)NS(=O)(=O)c2ccc(Cl)cc2)CCN1C(=O)c1cccc(F)c1 (stereo not drawn)
→ 11	/	4	2	10	13	-15	-10	/	-7	7
CC1(C(=O)Nc2ccc(Cl)c(C(F)(F)F)c2)Cc2c(-c3cccc(C(N)=O)c3)ccnc2O1 (stereo not drawn)
→ -11	/	8	15	11	-2	-11	-85	/	-36	-9
Cc1ccc(NC(=O)CN(C)S(=O)(=O)c2cccs2)cc1F
→ -182	-2	-3	-36	-168	16	-36	-1	-44	-6	-3
